IL2 activator: activates IL-2 in a cell-based reporter assay; activation, % (series mostly up to about 46 µM); IL-2 activation reporter assay, cell-based qHTS; stimulated with anti-CD3/CD4/CD28 beads; in transgenic mouse T cells; 360,000 compounds, 0.065% hits; in the data active = activation above about 50%; inconclusive = mostly about 30% to 49%; note: 0% is about no effect
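Readout: EGFP and DsRed signals by fluorescent plate cytometry. Unstimulated transgenic mouse T cells received compound 60 min before antibody-bead stimulation, then incubated 18 h at 37 degrees C.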
CCT chaperon mod: modulators of cytosolic chaperonin (CCT/TRiC) activity | 360,000 compounds, 0.3% hits | activity change, % (no concentration beside the values), hits read low | purified chaperonin ATPase assay, HTRF ADP detection, 30 min; in the data active = activity change below about -30%; note: % is set by controls: 0 for no effect and ±100 for the full control effect
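TRiC (40 or 20 nM final, by batch activity) in 30 mM Tris pH 7.4, 100 mM KCl, 5 mM MgCl2, 1 mM DTT was treated with compound at 76 uM single dose, then 10 uM ATP, 30 min at 37 °C. ADP was read by HTRF Transcreener.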
PI5P4Ka inh: PI5P4K alpha (human) kinase inhibition; 330,000 compounds, 1.2% hits; PI5P4Kalpha enzyme, ADP-Glo luminescence, 60 min; hits give low values; max response, %; P48426; active = max response of -50% or lower; inconclusive = between -30% and -50%; inactive = -30% or higher; note: value at the top dose of about 77 µM; % is set by controls: 0 for no effect and ±100 for the full control effect
Target sequence (P48426 whole entry, looked up): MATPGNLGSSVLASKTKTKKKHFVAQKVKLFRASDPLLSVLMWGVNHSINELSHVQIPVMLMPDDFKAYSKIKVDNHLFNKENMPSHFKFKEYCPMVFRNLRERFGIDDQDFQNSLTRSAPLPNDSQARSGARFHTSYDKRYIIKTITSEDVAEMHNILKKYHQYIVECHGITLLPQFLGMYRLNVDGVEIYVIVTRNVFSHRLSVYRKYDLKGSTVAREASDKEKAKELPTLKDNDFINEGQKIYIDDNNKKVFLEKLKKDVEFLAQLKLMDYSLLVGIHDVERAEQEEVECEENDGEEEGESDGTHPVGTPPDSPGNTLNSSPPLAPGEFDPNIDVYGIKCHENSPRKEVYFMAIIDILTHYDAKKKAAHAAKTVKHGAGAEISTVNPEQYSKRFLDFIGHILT
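PI5P4Kalpha ADP-Glo assay; 5 microM ATP final; 60 min RT reaction; HEPES pH 7.4/EGTA/CHAPS, 5% DMSO; controls lacking substrate or enzyme; luminescent end-point.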
EPAC1 antag: blocks human EPAC1 exchange factor; O95398; EPAC1 GEF assay, Rap1b-BODIPY-GDP exchange fluorescence; Potency, µM (titrated, usually from 115 µM), without a hit: top-dose activity change, negative = inhibition, hits mostly inhibitors; 360,000 compounds, 0.14% hits; AID 720709;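 note: potency is the fitted concentration of half-maximal effect; plate controls were vehicle for no effect and positive control for full effect; nearly all actives have a fitted effect of over 50% in size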
EPAC2 ag: activates human EPAC2 exchange factor; Potency, µM (highest dose often 154 µM), for inactives: at the highest dose activation, most hits filed as activators; AID 720711; 360,000 compounds, 0.079% hits; Q8WZA2; EPAC2 activation, biochemical qHTS; response scale: 100% = 6.5 mM cAMP response; note: potency is the fitted concentration of half-maximal effect; nearly all actives have a fitted effect of over 50% in size
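Setup: EPAC2 100 nM, labeled Rap1B complex 250 nM, free GDP 50 uM. Compound titrations pinned in, brief spin, 5 min room temperature incubation. Kinetic fluorescence read over 30 min, normalized to 6.5 mM cAMP.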
EPAC1 agonist: activates human EPAC1 exchange factor. Potency, µM (doses to about 154 µM), for inactives: at the highest dose activation, hits mostly activators. EPAC1 agonist qHTS, biochemical assay; response scale: 100% = response to 6.5 mM cAMP. AID 720707. 360,000 compounds, 0.073% hits. O95398; note: potency is the fitted concentration of half-maximal effect; nearly all actives have a fitted effect of over 60% in size
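EPAC1 100 nM, Rap1B–BODIPY-GDP 250 nM, unlabeled GDP 50 uM; compound titration; 5 min RT; kinetic read ex480/em540 at 5-min intervals ×30 min; data normalized to 6.5 mM cAMP agonist control.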
WRN inhibitor: WRN helicase (human) inhibition; Q14191; WRN helicase unwinding, fluorescent forked duplex, kinetic; Potency, µM (titrated, usually from 114 µM), inactives show top-dose activity change, negative = inhibition, hits mostly inhibitors; 360,000 compounds, 0.46% hits; AID 651768; note: potency is the fitted concentration of half-maximal effect; % is set by controls: 0 for no effect and ±100 for the full control effect; nearly all actives have a fitted effect of over 55% in size
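Enzyme (20 nM final) and test compound sit together 15 min at room temperature before substrate addition. Substrate is a single-forked duplex oligonucleotide (100 nM) labelled with fluorophore and quencher, with 2 mM ATP; helicase unwinding raises red fluorescence, read kinetically.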
PLK1 PBD block: blocks phosphopeptide binding to human PLK1 polo-box domain; Potency, µM, for inactives: max response, negative = inhibition, hits mostly inhibitors; 360,000 compounds, 2.8% hits; P53350; Plk1 PBD binding of FITC phosphopeptide, fluorescence polarization; AID 720504; note: potency is the fitted concentration of half-maximal effect; series mostly up to about 57 µM; % is set by controls: 0 for no effect and ±100 for the full control effect; nearly all actives have a fitted effect of over 65% in size
Target sequence (P53350 whole entry, looked up, the tested form may be a part): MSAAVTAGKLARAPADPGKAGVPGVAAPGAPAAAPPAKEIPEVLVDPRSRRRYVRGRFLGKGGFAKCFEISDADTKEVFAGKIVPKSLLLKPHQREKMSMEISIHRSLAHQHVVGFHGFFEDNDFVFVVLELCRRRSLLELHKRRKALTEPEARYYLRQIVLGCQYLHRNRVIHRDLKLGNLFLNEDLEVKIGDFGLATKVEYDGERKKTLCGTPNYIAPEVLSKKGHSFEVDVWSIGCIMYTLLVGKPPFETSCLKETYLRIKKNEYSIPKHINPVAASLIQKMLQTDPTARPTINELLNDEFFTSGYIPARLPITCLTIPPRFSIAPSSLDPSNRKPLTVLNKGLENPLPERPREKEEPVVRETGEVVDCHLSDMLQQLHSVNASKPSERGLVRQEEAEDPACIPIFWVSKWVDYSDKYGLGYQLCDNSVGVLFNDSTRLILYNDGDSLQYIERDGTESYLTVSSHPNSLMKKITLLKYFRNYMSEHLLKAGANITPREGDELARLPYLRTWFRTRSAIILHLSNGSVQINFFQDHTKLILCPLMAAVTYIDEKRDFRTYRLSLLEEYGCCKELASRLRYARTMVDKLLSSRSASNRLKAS
Active calls of the source: *; u = inconclusive; x = not tested or not shown; [ ] = another dose, or the depositor's remark. Unless noted, calls come from the whole dose curve; as a rule, active = well fitted curve in the direction sought with a large enough effect; inconclusive = small, poorly fitted or top-dose-only effect, or another doubt; inactive = no such curve, though single readings can be large; an effect the other way counts as inactive or inconclusive.

Results follow in this order: IL2 activator	CCT chaperon mod	PI5P4Ka inh	EPAC1 antag	EPAC2 ag	EPAC1 agonist	WRN inhibitor	PLK1 PBD block
C#CCNC(=O)C[C@@H]1C[C@@]2(C(=O)OC)CC(C)(C)CC=C2N(Cc2cccc3ccccc23)C1=O
    -0.1	x	-6.6	-5.8%	7.9%	3.7%	1.3%	-4.4%
Cc1ccc2nc3c(cc(C(=O)NCc4ccccc4)c(=N)n3CCCn3ccnc3)c(=O)n2c1
    -1.3	0.4	9.2	-20.6%	0.7%	-14.6%	-16.7%[57.1 µM]	0.8%
Cc1cccc(OCCOCCN2CCOCC2)c1C
    -1.2	-1.0	x	-4.2%	3.5%	3.9%	-2.5%[57.1 µM]	-3.0%
Cc1ccc(Cn2c([N+](=O)[O-])cnc2C)cc1
    1.0	0.8	-4.2	1.2%	8.5%	3.9%	-5.7%	-4.4%
COc1ccccc1C(=O)NCCC(=O)NCCOc1ccc(C)cc1
    -2.8	-2.1	25.5	1.6%	6.7%	-5.5%	1.3%	3.8%
CCOCCCNC(C(=O)Nc1ccc(OC)c(Cl)c1)c1ccccc1 (configuration not stated)
    -2.5	-1.6	-5.4	1.9%	0.5%	5.5%	-0.3%	-0.9%
CC(C)Cn1c(N)c(C(=O)COC(=O)c2ccccc2F)c(=O)n(C)c1=O
    -1.8	1.4	-5.2	-6.7%	6.0%	1.3%	-2.4%	-14.5%
C=CCn1c(=NC(=O)c2ccc(S(=O)(=O)N3CCc4ccccc4C3)cc2)sc2cc(S(N)(=O)=O)ccc21
    -5.7	-0.9	-20.0	5.8%	5.6%	9.0%	-0.4%	-9.6%
COc1cccc(/C=C2\SC(=O)N(CCC(=O)NNC(=O)c3cccc(Cl)c3)C2=O)c1
    -2.0	-0.1	-6.3	-8.5%	11.4%	-3.0%	-5.6%	-7.2%
CC1CN(C(=O)c2cc3c(=O)n4ccccc4nc3n2C)CC(C)O1 (configuration not stated)
    -1.0	-0.9	5.7	-17.4%	5.7%	0.0%	1.1%	-8.5%
O=C(NNc1cc(Cl)cc(Cl)c1)c1c(F)cccc1Cl
    0.5	-1.6	4.6	-21.6%	15.1%	8.5%	-30.9%	-12.1%
O=C1OCc2cc(NC(=O)C3COc4ccccc4O3)ccc21 (configuration not stated)
    2.9	1.8	2.7	-4.7%	1.2%	-2.0%	4.9%	1.9%
CCN(CC)c1ccc(-c2nn3c(-c4ccccc4OC)nnc3s2)cc1
    -0.1	0.8	4.0	-2.8%	2.9%	-7.7%	-11.3%	-3.4%
CCOc1ccc(NC(=S)N2CCN(C/C=C/c3ccccc3)CC2)cc1
    -0.4	0.2	-4.8	4.4%	2.8%	8.4%	3.2%	u
COC(=O)c1cc(C#N)c(=O)[nH]c1C
    0.2	0.4	4.1	-1.2%	6.6%	10.6%	-4.8%	3.0%

New compounds follow.
Results follow in this order: IL2 activator	CCT chaperon mod	PI5P4Ka inh	EPAC1 antag	EPAC2 ag	EPAC1 agonist	WRN inhibitor	PLK1 PBD block
NS(=O)(=O)c1ccc(CCNC(=O)CC(NC(=O)c2ccccc2Cl)c2ccccc2)cc1 (configuration not stated)
    -2.2	-0.6	0.4	-17.9%	-4.1%	-2.1%	-9.9%	0.2%
CCOC(=O)C1(C(=O)OCC)NC(=O)CC1CC (configuration not stated)
    2.6	-5.1	3.8	-4.8%	-1.2%	-0.8%	4.1%	2.1%
CC(=O)N1CCN(C(=O)C(Cc2ccccc2)NC(=O)c2ccccc2)CC1 (configuration not stated)
    3.0	0.0	1.6	1.9%	5.8%	9.5%	1.6%	-2.3%
CCCCC(=O)Nc1ccc(C(=O)NNC(=S)NC(=O)c2cccs2)cc1
    -2.7	-3.0	-25.3	8.4%	6.9%	-15.3%	-1.4%	-21.5%
COc1cc2c(cc1OC)CN(CC(=O)Nc1ccc(Cl)cc1Cl)CC2
    -4.8	-7.9	21.0	-5.5%	3.2%	-5.2%	-2.0%	2.8%
Cc1ccc(C)c(C(=O)CCC(=O)Nc2ccc(F)cc2)c1
    -0.5	0.1	5.1	-19.6%	-3.9%	2.2%	-16.4%	0.2%
N#Cc1nc(Cc2ccccc2)oc1NCc1ccccc1Cl
    -0.1	0.6	0.9	-8.3%	23.4%	21.8%	0.4%	-2.3%
CC1(C)C(=O)Nc2ccccc2N1C(=O)COC(=O)c1cc(S(C)(=O)=O)ccc1Cl
    -2.0	-1.7	4.9	-2.1%	5.9%	7.5%	-3.4%	-8.8%
CCc1cc(-c2nnn(CCC3COCCO3)c2CC)cc(CC)c1-c1cn(Cc2ccccc2)nn1 (configuration not stated)
    -3.6	-1.2	1.4	6.3%	22.0%	-9.5%	-3.5%	-3.5%
CC(C)(C)S(=O)N1Cc2cc(=O)n(Cc3ccccc3)cc2[C@H]1CCO (some centres not stated)
    0.1	1.4	-3.3	11.3%	5.1%	-11.9%	-7.8%	-5.6%
O=C(c1ccc(Cl)cc1)c1ccc(CN2C(=O)c3ccccc3C2=O)o1
    0.2	0.1	-3.3	-12.4%	4.2%	21.4%	-8.7%	1.9%
COc1ccc(CCNC(=O)c2c(C)nn(-c3ccccc3)c2Cl)cc1OC
    -0.4	-0.5	4.6	-19.6%	10.4%	1.5%	3.5%[57.1 µM]	4.0%
COc1ccc(C(=O)N/N=C/c2ccc3cccc(O)c3n2)cc1
    0.2	-3.8	-10.3	-1.5%	-0.4%	-1.9%	-20.2%	-7.0%
CC(C)c1nnc(NC(=O)C2CCCN2C(=O)Nc2cccc(Cl)c2)s1 (configuration not stated)
    0.8	1.2	-1.5	1.5%	-0.9%	-4.1%	8.4%	0.4%
CC1CCCC(NC(=O)CCC(=O)N2CCOc3ccccc32)C1C (configuration not stated)
    -5.5	0.5	-3.5	8.5%	7.3%	9.2%	4.2%	15µM*

Next part.
Results follow in this order: IL2 activator	CCT chaperon mod	PI5P4Ka inh	EPAC1 antag	EPAC2 ag	EPAC1 agonist	WRN inhibitor	PLK1 PBD block
Cc1ccc(C=NNC(=O)C(=O)Nc2ccc(Cl)c([N+](=O)[O-])c2)cc1
    0.0	-2.9	-2.5	-2.4%	3.0%	-13.7%	8.1%[57.1 µM]	-6.0%
C=CCOc1cccc(CNCCCN2CCOCC2)c1
    0.4	-0.8	3.1	-10.1%	12.5%	-4.7%	13.4%	-13.4%
O=C(Nc1cccc(Cl)c1)Nc1nnc(-c2ccccc2)o1
    0.1	-2.0	-2.5	5.7%	0.7%	0.0%	4.9%	-4.3%
COC(=O)c1ccc(/C=C/C(=O)c2ccc(OC)c(OC)c2)cc1
    -0.6	-2.4	1.5	0.0%	6.9%	0.0%	-8.2%	-9.9%
Cc1ccc(S(=O)(=O)N(CCC(=O)O)Cc2ccc(Cl)cc2)cc1
    -1.1	0.1	x	11.6%	-10.8%	-2.5%	-2.7%	-1.6%
CC(c1n[nH]c(=S)n1Cc1ccccc1)N(C)C (configuration not stated)
    1.6	0.6	-20.4	5.0%	3.5%	2.4%	-4.1%	18.9µM*
CCCC(=O)OCCNc1cc(Sc2nccn2C)c2nonc2c1[N+](=O)[O-]
    1.7	0.6	-5.3	3.0%	-10.2%	-4.5%	-33.4%	2.38µM*
NC(=O)C1(Nc2ccc(-c3ccc(Cl)cc3)cc2)CCCC1
    0.8	-2.1	18.3	11.0%	3.7%	-0.2%	2.5%	-3.0%
CC1(C)CC(=O)C=C(Nc2ccc3c(c2)OCCO3)C1
    -0.4	2.5	7.3	2.3%	0.0%[15.6 µM]	0.4%	-8.1%	-6.0%
COc1ccc(F)cc1S(=O)(=O)N1CCN(Cc2ccc3c(c2)OCO3)CC1
    0.3	2.5	8.7	-9.1%	12.5%	9.2%	-9.6%	-5.3%
Cc1ccc(C2=NN(S(C)(=O)=O)C(c3ccc4c(c3)OCO4)C2)cc1 (configuration not stated)
    -0.4	-0.6	4.3	7.3%	3.4%	-9.4%	3.0%	12.8%
CN(C)CCCN(C(=O)CCc1ccccc1)c1nc2ccc(F)cc2s1
    -0.6	-3.4	-0.7	10.3%	14.3%	2.6%	13.9%	-3.3%
CCOC(=O)[C@]12CCCC=C1N(CCC1=CCCCC1)C(=O)[C@H](CC(=O)NCc1cccs1)C2
    -0.1	x	-1.1	6.5%	4.5%	1.1%	-5.2%	2.9%

Filtered by structure: those above with an aryl methoxy group (9)
Results follow in this order: IL2 activator	CCT chaperon mod	PI5P4Ka inh	EPAC1 antag	EPAC2 ag	EPAC1 agonist	WRN inhibitor	PLK1 PBD block
COc1ccccc1C(=O)NCCC(=O)NCCOc1ccc(C)cc1
    -2.8	-2.1	25.5	1.6%	6.7%	-5.5%	1.3%	3.8%
CCOCCCNC(C(=O)Nc1ccc(OC)c(Cl)c1)c1ccccc1 (configuration not stated)
    -2.5	-1.6	-5.4	1.9%	0.5%	5.5%	-0.3%	-0.9%
COc1cccc(/C=C2\SC(=O)N(CCC(=O)NNC(=O)c3cccc(Cl)c3)C2=O)c1
    -2.0	-0.1	-6.3	-8.5%	11.4%	-3.0%	-5.6%	-7.2%
CCN(CC)c1ccc(-c2nn3c(-c4ccccc4OC)nnc3s2)cc1
    -0.1	0.8	4.0	-2.8%	2.9%	-7.7%	-11.3%	-3.4%
COc1cc2c(cc1OC)CN(CC(=O)Nc1ccc(Cl)cc1Cl)CC2
    -4.8	-7.9	21.0	-5.5%	3.2%	-5.2%	-2.0%	2.8%
COc1ccc(CCNC(=O)c2c(C)nn(-c3ccccc3)c2Cl)cc1OC
    -0.4	-0.5	4.6	-19.6%	10.4%	1.5%	3.5%[57.1 µM]	4.0%
COc1ccc(C(=O)N/N=C/c2ccc3cccc(O)c3n2)cc1
    0.2	-3.8	-10.3	-1.5%	-0.4%	-1.9%	-20.2%	-7.0%
COC(=O)c1ccc(/C=C/C(=O)c2ccc(OC)c(OC)c2)cc1
    -0.6	-2.4	1.5	0.0%	6.9%	0.0%	-8.2%	-9.9%
COc1ccc(F)cc1S(=O)(=O)N1CCN(Cc2ccc3c(c2)OCO3)CC1
    0.3	2.5	8.7	-9.1%	12.5%	9.2%	-9.6%	-5.3%

This is a subset; the hit share may differ from the screen's.
